# Compound activity: PubChem BioAssay, several laboratories
# procasp3 activ = activators of human procaspase-3. 330,000 tested, 0.11% active. recombinant procaspase-3 D3A, Ac-DEVD-pNA absorbance 405 nm. P42574. activation, % at 8.5 µM;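 active = activation above the mean of all tested compounds plus 3 SD, cut at about 21% in these data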;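 also: 0% = DMSO alone and 100% = DMSO wells spiked with extra 5 µM PC-3 D3A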
#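 Technique: 405 nm absorbance of p-nitroaniline, reads at 0 and 120 min; Test system: Procaspase-3 D3A mutant; Incubation: 1 h enzyme-compound preincubation, then 2 h substrate reaction, 25 °C; Repeats: singlicate, each compound tested once; Benchmarks: low control DMSO wells, high control DMSO plus 5 µM PC-3 D3A.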
# procasp7 counter = activates human procaspase-7, counter-screen for procaspase-3 activators. 330,000 tested, 0.093% active. P55210. activation, % at 8.5 µM. recombinant procaspase-7, Ac-DEVD-pNA absorbance 405 nm; D23A/D198A/D206A triple mutant, cannot self-cleave; scale: DMSO 0, 5 µM enzyme 100;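 active = percent activation above the screen-wide mean plus 3 SD, cut at about 25% in these data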
#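 Assay system: Uncleavable procaspase-7 mutant enzyme; Input: 2 µM procaspase-7 mutant as dispensed; Also added: DEVD-pNA substrate; Medium: Zinc-free HEPES pH 7.4 with 300 mM NaCl, 0.01% Triton X-100; Timing: 1 h compound preincubation, 2 h substrate cleavage, 25 °C; Measured by: Epi-absorbance of released pNA at 405 nm, two timepoints.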
# AHR activator = activators of human aryl hydrocarbon receptor. AHR-responsive luciferase reporter cells, luminescence. activation, % at 5 µM. 320,000 tested, 2.5% active. AID 2796; in the data active = activation above about 47%;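 also: 0% = vehicle wells and 100% = reference agonist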
# MEP2 TOR yeast = alters MEP2-GFP fluorescence in TOR pathway yeast screen; S. cerevisiae MEP2-GFP strain, flow cytometry GFP, 3 h; 100% = DMSO control level; GFP response vs DMSO, % at 10 µM; 330,000 tested, 0.51% active; AID 2016;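 active = GFP response versus DMSO above a set limit, roughly screen mean plus 3 SD, cut at about 180% in these data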;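 also: median GFP fluorescence of the barcode-gated MEP2-GFP cells per well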
# ZTA DNA inh = ZTA (EBV) inhibition in EBNA-1 counter-screen | P03206 | ZTA-DNA binding, fluorescence polarization | inhibition, % at 11 µM | 320,000 tested, 0.15% active | AID 2234; in the data active = inhibition above about 33%
# RPL19A-GFP yeast = modulators of TOR pathway RPL19A-GFP in S. cerevisiae; S. cerevisiae RPL19A-GFP strain, flow cytometry, 3 h; hits give low values; 330,000 tested, 0.3% active; percent response vs DMSO, % at 10 µM; AID 2025;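 active = percent response vs DMSO below 50%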;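 also: median channel GFP fluorescence of the barcoded RPL19A-GFP strain; ratio of sample median GFP to plate DMSO average so 100% = DMSO; lower means less RPL19A-GFP as with rapamycin TOR inhibition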
# EBNA-1 inhibitor = blocks EBNA-1 binding to DNA. EBNA-1 DNA binding, fluorescence polarization. inhibition, % at 14.8 µM. 300,000 tested, 0.34% active. AID 1950; in the data active = inhibition above about 28%
# LAP4-GFP MLPCN = alters LAP4-GFP fluorescence in TOR pathway yeast screen | S. cerevisiae LAP4-GFP multiplex, flow cytometry GFP, 3 h; median GFP as percent of DMSO wells | GFP response vs DMSO, % at 10 µM | 320,000 tested, 0.34% active | AID 2023;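 active = GFP response vs DMSO above a set limit, about the screen mean plus 3 SD, cut at about 150% in these data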
# Numbers without * were called inactive; / = no result given.
SMILES,procasp3 activ,procasp7 counter,AHR activator,MEP2 TOR yeast,ZTA DNA inh,RPL19A-GFP yeast,EBNA-1 inhibitor,LAP4-GFP MLPCN
COc1ccc(C)cc1Nc1nc(-c2ccccc2O)nc2ccccc12,2.9,4.2,18.9,111.0,-10.0,107.7,-5.9,/
Cc1ccccc1CSc1nnnn1-c1ccc(C(N)=O)cc1,0.2,-3.0,4.1,108.8,-17.3,108.6,2.7,109.3
S=C(NCCCN1CCOCC1)N1CCN(c2ccccc2)CC1,3.0,-3.6,1.1,101.6,-9.8,104.1,-6.0,90.4
COc1ccc(Cc2nnc(SC(C)C(=O)Nc3ccc(C(N)=O)cc3)o2)cc1 (stereo unspecified),1.3,5.4,0.9,98.3,8.4,95.1,2.1,102.5
COC(=O)C1CN(C(=O)C(C)Oc2cccc(C)c2C)c2ccccc2O1 (stereo unspecified),4.2,-3.5,3.3,106.2,3.8,97.9,7.7,99.1
CCOc1cc(NC(=O)C2CCCCC2)c(OCC)cc1NC(=O)c1ccccn1,5.1,2.3,5.2,109.1,0.1,101.5,6.8,107.6
O=C(Nc1cccc(C(F)(F)F)c1)C12CC3CC(CC(C3)C1)C2,-5.2,-2.6,9.0,95.4,6.7,101.3,5.7,95.2
COC(=O)[C@H](CCSC)NC(=O)Nc1cccc(Br)c1,2.0,-11.9,-3.1,101.4,4.8,102.6,-4.6,110.8
Cc1cccc(C#Cc2ccccc2)n1,11.5,-5.9,1.1,95.5,-2.1,97.1,11.9,133.8
O=C(OCc1cnc(Cl)s1)c1ccccc1Cl,-6.9,1.5,0.6,96.9,4.0,94.8,-3.1,100.3
Cc1cc(C)c(S(=O)(=O)N2CCCCC2CCNC(=O)C(=O)NCCN2CCOCC2)c(C)c1 (stereo unspecified),-1.9,1.9,1.4,98.5,3.0,89.0,10.3,90.8
NS(=O)(=O)c1ccc(NC(=S)NC(=O)/C=C/c2ccco2)cc1,-10.0,-9.6,3.0,99.8,-9.8,101.7,-7.0,96.4
COc1ccc(NC(=O)CC2C(=O)N(c3ccc(Cl)cc3)C(=S)N2NC(=O)c2cccc(F)c2)cc1 (stereo unspecified),0.4,-8.3,3.5,103.6,-0.1,102.2,0.4,97.1
CC(C)=CC(=O)OCC(=O)NC(=O)NC(C)(C)C,-9.8,2.8,-0.3,105.8,2.2,100.8,9.6,112.3
CCCn1cc(S(=O)(=O)c2ccc(C)cc2)c(=O)c2cc(OCC)ccc21,2.6,4.9,-2.1,98.7,8.5,98.3,3.5,102.2
CN1CCC(N(C)C(=S)NC(=O)C23CC4CC(CC(C4)C2)C3)CC1,2.1,-0.8,2.9,107.7,-13.9,101.1,7.7,85.2
Cc1csc(SCC(=O)Nc2sccc2C#N)n1,12.9,7.8,2.3,100.5,11.9,110.6,-1.3,97.3
Cc1cc(C)cc(N(CC(=O)Nc2ccc(C)cc2Cl)S(=O)(=O)c2c(C)[nH]c(=O)[nH]c2=O)c1,-0.7,-1.6,0.9,110.6,7.3,112.2,-16.7,94.7
S=c1[nH]nc(C2CCCCC2)n1/N=C/c1ccc(Br)cc1,-3.7,-7.9,2.8,105.9,-1.1,97.6,-0.7,114.4
COc1ccc(CCNC(=O)C/C(C)=N/NC(=O)c2ccc(N)cc2)cc1OC,3.3,4.1,29.4,105.0,28.0,100.2,5.5,104.8
CN(C)CC#CCC(O)(c1ccccc1)C1CCCCC1 (stereo unspecified),-0.2,-5.7,1.8,100.0,12.4,102.0,0.9,84.9
CCc1nnc(NC(=O)CSc2nnc(CNc3ccc(C)cc3)n2C)s1,-1.5,-2.7,4.0,93.5,-4.1,89.7,3.9,92.6
O=C(c1cccc(F)c1)N1CCN(c2cccc(Cl)c2)CC1,-1.6,1.9,-5.6,99.8,11.3,94.7,5.2,98.7
COc1cccc(CNC(=O)C(NS(=O)(=O)c2ccc3c(c2)CCN3C(C)=O)C(C)C)c1 (stereo unspecified),2.0,13.0,0.1,102.5,19.5,107.7,-0.4,100.8
N#CCC(=O)N/N=C/c1cn(Cc2ccc(Cl)c(Cl)c2)c2ccccc12,-18.6,-11.1,-2.0,112.3,-7.3,105.2,-13.0,100.4
Cc1c(C=O)c2ccccc2n1CC(=O)NCc1ccc2c(c1)OCO2,2.7,1.6,8.1,100.7,5.6,103.8,1.1,100.9
O=C(Cn1c(=O)oc2cc(S(=O)(=O)N3CCCC3)ccc21)NC1CCCCC1,6.3,-6.2,1.2,134.5,-5.9,98.7,0.8,99.3
Cc1cccc2c1CC(C)(C)N/C2=C\C(N)=O,1.4,-1.0,-1.4,96.6,-23.8,101.4,7.8,89.4
CC(C)c1nc(SCC(=O)NC2CCCCC2)c2ccccc2n1,-2.9,0.1,-1.4,97.1,2.9,91.6,5.6,84.0
Cn1nc(C(F)(F)F)c(-c2ccccc2)c1NC(=O)c1ccco1,-2.4,2.7,-1.3,101.8,-1.4,97.7,-1.1,108.0
O=C(Nc1cccc(F)c1)c1cccnc1N1CCOCC1,-2.1,-1.2,0.6,116.2,-7.7,97.2,8.1,105.5
O=C(Nc1ccc(-c2csc(Nc3ccccc3)n2)cc1)c1ccccc1,7.2,0.2,45.5,103.2,-12.6,99.1,13.0,100.5
COC(=O)c1ccc(N2NC(=O)/C(=C/c3cc(OC)c(OC)c(OC)c3)C2=O)cc1,-2.2,-4.4,0.7,110.8,19.3,109.3,9.2,96.7
COc1ccc(NC(=O)C2CCC(=O)N2S(=O)(=O)c2ccc(C)cc2)cc1Cl (stereo unspecified),-17.5,6.1,2.3,105.7,-4.4,102.6,-9.2,94.5
O=C(Nc1cccc(CCc2ccccn2)c1)c1ccc(Cl)cc1,-0.9,8.4,7.5,87.8,5.0,95.3,-0.3,101.6
Cc1cc(Cl)c2oc(C(=O)N(CCO)Cc3ccccc3)c(C)c2c1,-5.1,3.0,0.8,93.9,-5.8,100.5,5.2,83.2
CC1(c2cccc(Br)c2)NC(=O)N(CC(=O)c2ccc3c(c2)OCCO3)C1=O (stereo unspecified),2.5,3.3,0.0,104.7,/,96.9,/,95.1
COc1ccc(C(=O)NC(=S)SCC(=O)O)cc1,-15.4,-13.8,6.3,92.3,3.0,98.5,-1.6,89.9
Cc1ccc(S(=O)(=O)NCc2ccncc2)c(C)c1C,0.9,-6.5,-3.7,98.3,11.7,98.4,-2.9,98.3
COc1ccc2[nH]c(C)c(CCN(Cc3cccs3)C(=S)Nc3cccc(F)c3)c2c1,2.4,-10.6,27.2,100.6,-8.7,104.5,-11.0,98.7
Cc1cc(C)c(C#N)c(SCC(=O)c2ccc(Cl)cc2Cl)n1,-15.5,-8.4,40.7,101.2,-9.0,99.7,3.6,107.0
COc1ccc(CN2C(=O)C(CC(C)C)Nc3ncnc(N4CCN(c5ccccc5)CC4)c32)cc1 (stereo unspecified),-4.0,-3.9,2.1,92.5,-1.7,103.0,5.7,103.5
Cc1ccc(-n2c(=O)c3c(C)c(C)sc3n(Cc3cc(=O)n4ccccc4n3)c2=O)cc1C,0.7,4.6,-0.6,97.9,-1.8,94.4,-18.8,89.6
Oc1ccccc1CN1CCN(C(c2ccccc2)c2ccccc2)CC1,4.2,-3.5,1.3,103.5,2.5,102.2,0.2,86.2
Cc1nc(SCc2ccc(F)cc2)n[nH]1,-1.5,7.2,1.2,91.0,1.4,98.0,0.8,94.4
Cc1nnc(SCC(=O)Nc2ccc(S(=O)(=O)N3CCCC3)cc2)n1N,6.5,2.4,3.5,105.9,21.6,98.6,-5.8,96.4
CCOC(=O)C1CCCN(S(=O)(=O)CCNC(=O)c2ccc(F)cc2)C1 (stereo unspecified),8.7,13.0,3.2,102.7,0.7,108.4,2.0,122.1
CS(=O)(=O)Nc1ccc(C(=O)Nc2ccccc2Sc2ccccc2)cc1,9.7,-4.0,2.0,120.7,2.5,117.7,3.5,105.3
COc1cccc(CN2CC(C(=O)NCCc3ccc(C)s3)CCC2=O)c1 (stereo unspecified),-0.6,-3.5,0.3,98.2,-8.7,96.7,-13.6,97.5
COc1ccc(CC(=O)NNS(=O)(=O)c2ccc([N+](=O)[O-])cc2)cc1OC,3.0,-0.2,-3.8,105.5,-10.7,106.8,-6.7,90.2
Cn1c(=O)cc(OCCCC(=O)NCc2ccc3c(c2)OCO3)c2ccccc21,5.1,2.8,2.8,95.5,6.0,96.9,1.1,122.3
COc1cccc2cc(C(=O)NCc3ccccc3Br)c(=O)oc12,-1.4,-4.6,-0.8,104.7,-1.2,102.4,8.5,96.2

# Given with bars between the fields: part of the list above
Molecule | procasp3 activ | procasp7 counter | AHR activator | MEP2 TOR yeast | ZTA DNA inh | RPL19A-GFP yeast | EBNA-1 inhibitor | LAP4-GFP MLPCN
Cc1cc(Cl)c2oc(C(=O)N(CCO)Cc3ccccc3)c(C)c2c1 | -5.1 | 3.0 | 0.8 | 93.9 | -5.8 | 100.5 | 5.2 | 83.2
CC1(c2cccc(Br)c2)NC(=O)N(CC(=O)c2ccc3c(c2)OCCO3)C1=O (stereo unspecified) | 2.5 | 3.3 | 0.0 | 104.7 | / | 96.9 | / | 95.1
COc1ccc(C(=O)NC(=S)SCC(=O)O)cc1 | -15.4 | -13.8 | 6.3 | 92.3 | 3.0 | 98.5 | -1.6 | 89.9
Cc1ccc(S(=O)(=O)NCc2ccncc2)c(C)c1C | 0.9 | -6.5 | -3.7 | 98.3 | 11.7 | 98.4 | -2.9 | 98.3
COc1ccc2[nH]c(C)c(CCN(Cc3cccs3)C(=S)Nc3cccc(F)c3)c2c1 | 2.4 | -10.6 | 27.2 | 100.6 | -8.7 | 104.5 | -11.0 | 98.7
Cc1cc(C)c(C#N)c(SCC(=O)c2ccc(Cl)cc2Cl)n1 | -15.5 | -8.4 | 40.7 | 101.2 | -9.0 | 99.7 | 3.6 | 107.0
COc1ccc(CN2C(=O)C(CC(C)C)Nc3ncnc(N4CCN(c5ccccc5)CC4)c32)cc1 (stereo unspecified) | -4.0 | -3.9 | 2.1 | 92.5 | -1.7 | 103.0 | 5.7 | 103.5
Cc1ccc(-n2c(=O)c3c(C)c(C)sc3n(Cc3cc(=O)n4ccccc4n3)c2=O)cc1C | 0.7 | 4.6 | -0.6 | 97.9 | -1.8 | 94.4 | -18.8 | 89.6
Oc1ccccc1CN1CCN(C(c2ccccc2)c2ccccc2)CC1 | 4.2 | -3.5 | 1.3 | 103.5 | 2.5 | 102.2 | 0.2 | 86.2
Cc1nc(SCc2ccc(F)cc2)n[nH]1 | -1.5 | 7.2 | 1.2 | 91.0 | 1.4 | 98.0 | 0.8 | 94.4
Cc1nnc(SCC(=O)Nc2ccc(S(=O)(=O)N3CCCC3)cc2)n1N | 6.5 | 2.4 | 3.5 | 105.9 | 21.6 | 98.6 | -5.8 | 96.4
CCOC(=O)C1CCCN(S(=O)(=O)CCNC(=O)c2ccc(F)cc2)C1 (stereo unspecified) | 8.7 | 13.0 | 3.2 | 102.7 | 0.7 | 108.4 | 2.0 | 122.1
CS(=O)(=O)Nc1ccc(C(=O)Nc2ccccc2Sc2ccccc2)cc1 | 9.7 | -4.0 | 2.0 | 120.7 | 2.5 | 117.7 | 3.5 | 105.3
COc1cccc(CN2CC(C(=O)NCCc3ccc(C)s3)CCC2=O)c1 (stereo unspecified) | -0.6 | -3.5 | 0.3 | 98.2 | -8.7 | 96.7 | -13.6 | 97.5
